Source: PubChem (The Scripps Research Institute Molecular Screening Center)
LYPLA1 counter: counter-screen for PME1 inhibitors: inhibitors of human LYPLA1; O75608; recombinant LYPLA1, FP-Rh probe fluorescence polarization; inhibition, % at 5.9 µM; 320,000 compounds, 0.16% hits; AID 2174;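 active means inhibition above the mean of all tested compounds plus 3 SD, set per campaign, cut at about 14% in these data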;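 further: inhibitors block serine hydrolase probe labeling of LYPLA1 so polarization falls; 0% = enzyme with DMSO and 100% = wells lacking LYPLA1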
ZTA counter: blocks Epstein-Barr virus ZTA, an EBNA-1 counter-screen | P03206 | ZTA-DNA binding, fluorescence polarization | inhibition, % at 11 µM | 320,000 compounds, 0.15% hits | AID 2234; in the data active means inhibition above about 33%
Target sequence (P03206 whole entry, looked up): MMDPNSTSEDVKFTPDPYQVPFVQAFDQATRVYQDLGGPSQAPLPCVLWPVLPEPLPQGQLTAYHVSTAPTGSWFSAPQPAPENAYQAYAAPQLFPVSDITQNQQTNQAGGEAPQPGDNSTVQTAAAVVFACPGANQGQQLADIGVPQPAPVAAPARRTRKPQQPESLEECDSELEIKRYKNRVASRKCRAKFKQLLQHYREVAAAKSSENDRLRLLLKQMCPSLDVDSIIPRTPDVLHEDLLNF
GSTO1 inh: counter-screen for RBBP9 inhibitors: inhibitors of human GSTO1 | recombinant GSTO1, activity-based probe fluorescence polarization | inhibition, % at 5.96 µM | AID 1974 | 300,000 compounds, 1.1% hits;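 active means inhibition above the campaign mean inhibition plus 3 SD, cut at about 35% in these data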;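 further: 0% = GSTO1-1 with DMSO and 100% = wells lacking GSTO1-1 enzyme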
PAFAH1B3 FP inh: inhibitors of human PAFAH1B3 | recombinant PAFAH1B3, FP-rhodamine probe, fluorescence polarization | inhibition, % at 3.39 µM | 340,000 compounds, 0.28% hits;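 active means inhibition above the screen-wide average of all tested compounds plus 3 SD, cut at about 25% in these data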;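 further: 0% = enzyme with DMSO only and 100% = wells lacking PAFAH1B3 protein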
Target sequence (Q15102 whole entry, looked up): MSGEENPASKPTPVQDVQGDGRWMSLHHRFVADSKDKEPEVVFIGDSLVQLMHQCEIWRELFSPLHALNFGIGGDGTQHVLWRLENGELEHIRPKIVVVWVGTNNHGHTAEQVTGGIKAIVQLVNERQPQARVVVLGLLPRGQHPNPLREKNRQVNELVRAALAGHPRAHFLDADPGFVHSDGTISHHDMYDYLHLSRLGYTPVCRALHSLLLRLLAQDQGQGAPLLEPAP
PREPL inh: human PREPL enzyme inhibition; 320,000 compounds, 0.68% hits; AID 2751; Q4J6C6; inhibition, % at 5.96 µM; recombinant PREPL, fluorescence polarization activity-based probe; in the data active means inhibition above about 43%;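 further: 0% = enzyme with DMSO and 100% = wells lacking enzyme; many of its hits are not listed in these tables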
EBNA-1 inh: blocks EBNA-1 binding to DNA | inhibition, % at 14.8 µM | 300,000 compounds, 0.34% hits | AID 1950 | EBNA-1 DNA binding, fluorescence polarization; in the data active means inhibition above about 28%
PAD4 inh: PAD4 (human) enzyme inhibition; Q9UM07; 330,000 compounds, 0.41% hits; inhibition, % at 6.36 µM; recombinant PAD4, RCA probe fluorescence polarization; AID 485272;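 active means percent inhibition above a cutoff equal to the mean of all tested compounds plus 3 SD, cut at about 15% in these data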;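 further: 0% = PAD4 with RCA probe and DMSO and 100% = probe without PAD4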
PAFAH2 inh: PAFAH2 (human) inhibition; Q99487; recombinant PAFAH2, FP-rhodamine activity probe, fluorescence polarization; inhibition, % at 3.39 µM; 340,000 compounds, 0.99% hits;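 active means inhibition above the mean over all tested compounds plus 3 SD, cut at about 30% in these data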;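 further: inhibitors block probe labeling of enzyme so polarization drops; 0% = enzyme with DMSO and 100% = wells lacking PAFAH2 protein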
LYPLA2 counter: blocks human lysophospholipase 2, a PME1 counter-screen; O95372; recombinant LYPLA2, FP-Rh probe fluorescence polarization; inhibition, % at 5.9 µM; 320,000 compounds, 0.38% hits; AID 2177;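 active means inhibition above the screen-wide mean plus 3 SD, limit set per campaign, cut at about 26% in these data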;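 further: 0% = LYPLA2 with DMSO and 100% = wells lacking LYPLA2 enzyme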
* = called active by the depositor; x = no result given. Not all compounds are listed (hit frequency here may not be typical).

Abbreviations: A = LYPLA1 counter; B = ZTA counter; C = GSTO1 inh; D = PAFAH1B3 FP inh; E = PREPL inh; F = EBNA-1 inh; G = PAD4 inh; H = PAFAH2 inh; I = LYPLA2 counter
> OCc1ccccc1CNCc1ccccc1
  A: 0; B: -4; C: 4; D: -8; E: -1; F: 0; G: 0; H: 12; I: -7
> CN(C)S(=O)(=O)c1ccc(Cl)c(NC(=O)CN2CCC(Cc3ccccc3)CC2)c1
  A: 10; B: 4; C: 1; D: 2; E: -5; F: -2; G: 0; H: 1; I: 4
> NC(=O)C(F)(F)C12OC3C4C5CC(C6C5C3C61)C42 (stereo unspecified)
  A: 0; B: -4; C: -6; D: -6; E: -2; F: 5; G: -2; H: 6; I: -2
> NC(=O)COc1ccc(/C=N\NC(=O)CC(=O)NCCc2ccccc2)cc1
  A: 0; B: 12; C: 4; D: 4; E: -8; F: 5; G: -1; H: -1; I: 2
> COc1ccc(-c2csc(N)n2)cc1
  A: 1; B: -7; C: 0; D: 8; E: 8; F: -9; G: 0; H: 5; I: -1
> Brc1ccc(-c2csc(N/N=C/c3ccc4c(c3)OCO4)n2)cc1
  A: -3; B: 9; C: -8; D: 14; E: 2; F: -9; G: -4; H: 2; I: -7
> O=c1c2ccccc2oc2ccc(Oc3ccccc3)cc12
  A: -2; B: -9; C: 8; D: 1; E: 7; F: -4; G: 3; H: -10; I: 7
> O=C(c1ccc(Cl)cc1)N1CCN(c2cc(=O)[nH]nc2-c2ccccc2)CC1
  A: 6; B: 10; C: 5; D: 9; E: 8; F: 6; G: -8; H: 21; I: 5
> COC(=O)C1CCN(C(=O)COC(=O)CSc2ccc(C(N)=O)cc2[N+](=O)[O-])CC1
  A: -1; B: 2; C: -5; D: 3; E: 2; F: 3; G: 4; H: 1; I: 6
> Cc1ccc(C(C)C)c(OCCn2ccnc2C)c1
  A: 5; B: 19; C: -3; D: 4; E: 8; F: 4; G: 1; H: -1; I: 4
> COc1ccc(CCN2C(=O)NC(NC(C)=O)(C(F)(F)F)C2=O)cc1OC (stereo unspecified)
  A: -2; B: 6; C: -6; D: 1; E: 4; F: -5; G: -4; H: 1; I: 1
> CCSc1nnc(NC(=O)CCc2ccc(OC)cc2)s1
  A: 0; B: -2; C: 1; D: 10; E: -10; F: 2; G: -6; H: 1; I: 3
> COCCNC(=O)C(c1ccc(C)o1)N(Cc1ccc(OC)cc1)C(=O)Cn1nnc2ccccc21 (stereo unspecified)
  A: 1; B: -12; C: 3; D: -2; E: 15; F: 0; G: -1; H: -1; I: 8
> Cc1ccc(-n2ncc3c(Nc4cccc(C(=O)O)c4)ncnc32)cc1
  A: 2; B: -3; C: 7; D: -1; E: -4; F: 9; G: -5; H: 9; I: 8
> S=C1NC2=C(CCCC2=C2SCCS2)C(c2ccccc2)N1 (stereo unspecified)
  A: 0; B: 9; C: -10; D: -2; E: -2; F: 8; G: -1; H: -11; I: -6

Ordered by value in PAFAH1B3 FP inh (low to high): some entries from above
SMILES | PAFAH1B3 FP inh
OCc1ccccc1CNCc1ccccc1 | -8
COCCNC(=O)C(c1ccc(C)o1)N(Cc1ccc(OC)cc1)C(=O)Cn1nnc2ccccc21 (stereo unspecified) | -2
NC(=O)COc1ccc(/C=N\NC(=O)CC(=O)NCCc2ccccc2)cc1 | 4

Among those listed so far, two contain fluorine.
Abbreviations: A = LYPLA1 counter; B = ZTA counter; C = GSTO1 inh; D = PAFAH1B3 FP inh; E = PREPL inh; F = EBNA-1 inh; G = PAD4 inh; H = PAFAH2 inh; I = LYPLA2 counter
> NC(=O)C(F)(F)C12OC3C4C5CC(C6C5C3C61)C42 (stereo unspecified)
  A: 0; B: -4; C: -6; D: -6; E: -2; F: 5; G: -2; H: 6; I: -2
> COc1ccc(CCN2C(=O)NC(NC(C)=O)(C(F)(F)F)C2=O)cc1OC (stereo unspecified)
  A: -2; B: 6; C: -6; D: 1; E: 4; F: -5; G: -4; H: 1; I: 1

(more compounds)
Abbreviations: A = LYPLA1 counter; B = ZTA counter; C = GSTO1 inh; D = PAFAH1B3 FP inh; E = PREPL inh; F = EBNA-1 inh; G = PAD4 inh; H = PAFAH2 inh; I = LYPLA2 counter
> CC(C)OCCCn1c(=O)c2ccccc2n2c(CCC(=O)O)nnc12
  A: 6; B: -12; C: 2; D: 5; E: -4; F: 1; G: -3; H: -1; I: -2
> CCOC(=O)c1cc(-c2ccc(F)cc2)n(CC(=O)NCc2cccnc2)c1C
  A: -1; B: -25; C: 0; D: 6; E: 1; F: 1; G: 0; H: 1; I: 3
> COc1ccc(-c2nn(C)c(=O)c3ccccc23)cc1NC(=O)Cn1nc(C)c2ccccc2c1=O
  A: -7; B: -8; C: -4; D: -5; E: -3; F: 13; G: -3; H: -1; I: -11
> CCOc1ccc(-c2nnn(CC(=O)NCc3ccc(OC)cc3)n2)cc1OCC
  A: 3; B: 7; C: 8; D: 6; E: 7; F: 4; G: 0; H: 3; I: 3
> O=C1c2ccccc2C(=O)N1Cc1cc(-c2ccc(Cl)cc2)no1
  A: 0; B: 8; C: 0; D: 5; E: -6; F: 13; G: -4; H: 1; I: -2
> O=C(NCCN1C(=O)S/C(=C\c2ccc(Cl)c(Cl)c2)C1=O)C1COc2ccccc2O1 (stereo unspecified)
  A: -10; B: -1; C: -2; D: -5; E: -6; F: -6; G: -6; H: -1; I: -7
> NC(=O)CC(NC(=O)c1ccccc1)c1ccc(N2CCC(N3CCCC3)CC2)c([N+](=O)[O-])c1 (stereo unspecified)
  A: -2; B: -5; C: 0; D: -2; E: -2; F: 0; G: 3; H: 2; I: -1
> CN1CCCC1CCNc1ccc2c(=O)c3ccccc3oc2c1 (stereo unspecified)
  A: -1; B: -10; C: -11; D: 4; E: 9; F: 0; G: -3; H: -6; I: -6
> O=C(Cn1c(C(F)(F)F)nc2ccccc21)c1ccc(F)cc1
  A: 3; B: -14; C: 1; D: 2; E: 15; F: -6; G: -1; H: -10; I: 5
> C/C(=N\NC(=O)Cn1c(C)nc2ccccc21)c1cccs1
  A: 1; B: -6; C: -2; D: 6; E: 20; F: 1; G: 0; H: -6; I: 4
> Cc1cnc(NC(=O)NCC2CCCC(CNC(=O)Nc3ncc(C)s3)C2)s1 (stereo unspecified)
  A: -3; B: -7; C: 2; D: 10; E: -4; F: -4; G: 2; H: 3; I: 3
> O=C(Nc1c2c(nn1-c1ccccc1)CS(=O)(=O)C2)c1ccccc1C(F)(F)F
  A: -2; B: -2; C: 2; D: 10; E: 4; F: 13; G: -1; H: 3; I: 1
> COc1ccc(Cl)cc1C1=CC(=O)C[C@H](c2ccc(F)cc2)C1
  A: -4; B: -3; C: x; D: -6; E: 4; F: x; G: -4; H: -7; I: -4
